PglD DTNB: blocks C. jejuni PglD acetyltransferase activity. purified PglD enzyme, DTNB colorimetric CoA detection. inhibition, % at 12.5 µM. actives 0.098% (n = 360,000); in the data active = inhibition above about 16%, passing the limit was not always enough; also: strong numbers were not always called active
RAD52 anneal inh: blocks human RAD52 DNA annealing; P43351; recombinant RAD52 DNA annealing, FRET fluorescence; inhibition, % at 18.7 µM; actives 0.46% (n = 360,000); AID 651710;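 active = every replicate showing at least 50% inhibition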
Cneo AK release: causes C. neoformans cell lysis | adenylate kinase release luminescence, 4 h; normalised: neutral wells 0, clomiphene wells 100 | lysis activity, % at 15 µM | AID 651654 | actives 0.2% (n = 360,000);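 active = mean lysis activity across replicates of at least 80%, whatever share of replicates individually reach that level; inactive = mean lysis activity below 80%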
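Material – log-phase Cryptococcus neoformans yeast cells · Input – 5 × 10^6 yeast cells/mL · Medium – fresh YPD growth medium · Doses – single compound concentration per well · Timing – static 4 h at 37 °C with compound, 1 h detection · Detection – adenylate kinase release luminescence · Read-out – signal increase indicating cell lysis · Control set – Clomiphene as positive lysis control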
ERAP1 inh: ERAP1 (human) enzyme inhibition; actives 0.15% (n = 340,000); inhibition, % at 10.7 µM; AID 652197; Q9NZ08; recombinant ERAP1, Leu-AMC fluorescence, 60 min;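 active = mean replicate inhibition of at least 30%, or all replicates individually reaching that 30% level; inactive = mean below 30% and not every replicate reaching it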;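 also: 0% = neutral control wells and 100% = L-leucinethiol positive control wells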
E-sel inducer: induces E-selectin expression in human endothelial cells; P16581; HUVEC E-selectin immunofluorescence imaging; normalized: neutral wells 0, TNF-alpha wells 100; activation, % at 7.58 µM; actives 0.37% (n = 260,000); AID 686992;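 active = mean E-selectin-positive cell signal at least 10% of the positive control, reached in at least 60% of replicates, without over 20% cell loss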;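 also: in these data hits start at about 27%; measured in HUVEC primary endothelial cells; signal is the percent of cells scored E-selectin positive by PE staining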
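Read-out: % PE-positive cells | Test system: HUVEC | Doses: One compound dose added by pin transfer | Buffer or medium: EGM-2 over gelatin coat | Signal: Immunofluorescence imaging | Benchmarks: TNF-alpha, DMSO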
PGC1a acetyl inh: PGC1a acetylation modulation, inhibitor mode | AID 651687 | inhibition, % at 15.6 µM | U2OS PGC1a acetylation, AlphaScreen anti-acetyl-lysine; with virally co-expressed GCN5 acetyltransferase | actives 0.17% (n = 350,000);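 active = every replicate shows inhibition of at least 40%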;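 also: 0% = neutral control wells and 100% = positive control wells; some results beyond the cut were filed as inactive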
RAD54 inh: inhibitors of human RAD54 branch migration. Q92698. RAD54 Holliday junction branch migration, FAM/BHQ fluorescence. inhibition, % at 10.4 µM. actives 0.14% (n = 360,000);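 active = mean normalized replicate activity at least 40 and at least half of replicates scoring 40 or more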;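 also: 0% = median of neutral control wells and 100% = median of positive control wells; inhibitors cause a drop in the FAM fluorescence signal; in these data hits start at about 50%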
Target sequence (Q92698 whole entry, looked up): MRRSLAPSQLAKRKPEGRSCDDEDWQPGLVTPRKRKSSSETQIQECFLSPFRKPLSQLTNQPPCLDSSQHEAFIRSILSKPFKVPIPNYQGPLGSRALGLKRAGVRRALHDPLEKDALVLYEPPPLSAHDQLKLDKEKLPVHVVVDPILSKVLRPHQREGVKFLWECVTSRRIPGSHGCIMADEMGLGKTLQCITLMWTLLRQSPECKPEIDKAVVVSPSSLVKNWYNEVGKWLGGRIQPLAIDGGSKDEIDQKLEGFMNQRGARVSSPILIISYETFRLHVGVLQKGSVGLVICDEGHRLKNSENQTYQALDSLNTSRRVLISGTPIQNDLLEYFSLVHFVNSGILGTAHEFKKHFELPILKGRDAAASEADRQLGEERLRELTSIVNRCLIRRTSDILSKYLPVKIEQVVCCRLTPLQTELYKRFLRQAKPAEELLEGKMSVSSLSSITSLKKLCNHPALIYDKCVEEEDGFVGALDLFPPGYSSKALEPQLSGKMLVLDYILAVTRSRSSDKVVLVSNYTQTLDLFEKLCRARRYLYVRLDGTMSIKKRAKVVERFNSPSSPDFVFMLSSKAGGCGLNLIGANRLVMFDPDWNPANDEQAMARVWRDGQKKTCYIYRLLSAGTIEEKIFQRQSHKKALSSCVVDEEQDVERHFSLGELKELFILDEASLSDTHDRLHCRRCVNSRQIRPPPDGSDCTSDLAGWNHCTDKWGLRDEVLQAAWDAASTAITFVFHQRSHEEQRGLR
miR122 inh: miR-122 inhibition in Huh7 cells; Huh7 miR-122 Renilla luciferase sensor, 48 h; neutral wells = 0, positive control = 100; actives 0.3% (n = 340,000); activation (reporter increase), % at 12.5 µM; AID 602342;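 active = mean replicate activation score at least 90 and every replicate individually at or above 90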;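 also: higher luciferase means less miR-122 activity so hits act as miR-122 inhibitors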
An asterisk follows results filed as active; . = not tested or not shown; [ ] = dose if it differs, or a comment. Compounds as they come; about 1.4% have a hit in one of these screens.

[1] Cc1ccc(Cn2c(C3CCCN3c3nc(-c4cc(Cl)c(N)c(Cl)c4)cs3)nc3cc(Cl)c(Cl)cc32)cc1 (stereo not given)
[2] COC(=O)Nc1ccc(S(=O)(=O)N2CCCC(C(=O)N3CCOCC3)C2)cc1 (stereo not given)
[3] COc1cc(/C=C2\SC(=S)N(C(C(=O)O)c3ccccc3)C2=O)cc(OC)c1OC (stereo not given)
[4] Cc1ccc2nc3n(c(=O)c2c1)-c1ncccc1C(=O)NC3Cc1ccccc1 (stereo not given)
[5] CCOC(=O)c1nn(-c2ccc(Cl)cc2)c2nc(Nc3ccccc3)cc(=O)n12
[6] Cc1ccc(NC(=O)CCC(=O)c2cccs2)cc1
[7] O=C(c1cc2ccccc2[nH]1)N1O[C@@H]2C=C[C@H]1C2
[8] C[C@@H]1CN([C@@H](C)CO)C(=O)c2cccc(NS(=O)(=O)c3ccc(Cl)cc3)c2O[C@H]1CN(C)C(=O)Nc1ccc2c(c1)OCO2
[9] CN1c2ccc(-c3ccc(C#N)cc3)cc2[C@@H]2[C@@H](CCN2S(=O)(=O)c2ccc(F)cc2)[C@@H]1CO
[10] CN(C)c1ccc(CNCC2CCCO2)cc1 (stereo not given)

compound no. | 1 | 2 | 3 | 4 | 5 | 6 | 7 | 8 | 9 | 10
RAD52 anneal inh | -24 | -14 | -28 | 2 | . | . | -13 | 8 | -4 | -7
RAD54 inh | 1 | . | -4 | 7 | -7 | -8 | 2 | -1 | 3 | -1
PGC1a acetyl inh | . | 2 | 5 | . | -2 | . | -8 | 3 | -5 | -1
PglD DTNB | -1 | 1 | -13 | 0 | 1 | 5 | 4 | 0 | -4 | 3
Cneo AK release | -1 | 2 | 1 | -1 | 0 | 5 | -2 | 0 | 4 | -3
E-sel inducer | 0.1 | . | . | -0.1 | . | . | . | 98* | 0.3 | .
ERAP1 inh | 1 | 0 | 18 | -1 | . | . | 0 | 0 | 2 | 3
miR122 inh | 2 | -8 | 62 | 2 | -7 | -8 | 8 | -13[16.7 µM] | -2[16.7 µM] | 0

[11] CCC(C)COC(c1ccccc1)(c1ccccc1)C(Oc1nc(C)cc(C)n1)C(=O)O (stereo not given)
[12] C[C@H]1CN([C@@H](C)CO)C(=O)c2cccc(NC(=O)c3cnccn3)c2O[C@H]1CN(C)S(=O)(=O)c1cn(C)cn1
[13] COc1cc(-c2nc(Cc3c(F)cccc3Cl)no2)cc(OC)c1OC
[14] CC(=O)C(Cc1ccc(Cl)nc1)Cc1ccc(Cl)nc1
[15] CC(=O)Nc1ccc(-c2sc(Nc3cccc4ccccc34)n[n+]2-c2ccccc2)cc1
[16] COc1ccc(/C=C2\C(=N)N3N=C(CC(=O)N4CCOCC4)SC3=NC2=O)cc1
[17] COc1cc(/C=C/CN2CCC(Oc3ccc(C(=O)N4CCCC4)cc3)CC2)ccc1O
[18] COc1ccc(C(=O)NC(=S)Nc2ccccc2N2CCOCC2)cc1Br
[19] C[C@H](CO)N1C[C@H](C)[C@H](CN(C)S(C)(=O)=O)OCCCC[C@H](C)Oc2ccc(NS(=O)(=O)c3ccc(F)cc3)cc2C1=O
[20] O=C(Nc1cc2c(cc1C(=O)O)OCCCO2)c1ccc(F)cc1F

compound no. | 11 | 12 | 13 | 14 | 15 | 16 | 17 | 18 | 19 | 20
RAD52 anneal inh | 0 | -2 | . | -10 | -34 | -38 | -27 | -2 | 6 | -5
RAD54 inh | -9 | -1 | -8 | . | -3 | -7 | -12 | 6 | 0 | 13
PGC1a acetyl inh | 9 | -5 | 17 | 10 | 0 | . | -17 | -5 | 8 | 2
PglD DTNB | -5 | 0 | 2 | . | 5 | -2 | -7 | -2 | -3 | 3
Cneo AK release | 0 | 1 | -1 | . | 1 | -8 | 9 | -2 | -2 | -2
E-sel inducer | . | 0.2 | . | 3.8 | . | 0.0 | . | -1.4 | -0.1 | -0.2
ERAP1 inh | 9 | 0 | . | 1 | -2 | -1 | 5 | 5 | 1 | 5
miR122 inh | -5 | -4[16.7 µM] | . | . | 13 | . | 2 | 3 | -3[16.7 µM] | -1

[21] Cc1ccc(S(=O)(=O)N2CCOCC2)cc1C(=O)Nc1ccc2c(c1)OCCO2
[22] O=S(=O)(c1cc(Cl)ccc1Cl)N1CC2CCCN2c2ccc(C(F)(F)F)cc21 (stereo not given)
[23] Cc1onc(-c2ccccc2)c1C(=O)NCc1ccc2c(c1)OCO2
[24] CCc1nc2ccc(C(=O)NCc3ccc(OC)cc3)cn2c1N(CCC(C)C)CCN(C)C
[25] COC(=O)C1C2C=CC3(CN(Cc4ccco4)C(=O)C13)O2 (stereo not given)
[26] CCN(Cc1ccccc1)C(=O)c1cc2c(=O)oc3ccc(C)cc3c2s1
[27] CCCCc1cc(=O)oc2cc(C)cc(OCC(=O)NCC3CCC(C(=O)O)CC3)c12 (stereo not given)
[28] CC1(C(=O)NS(=O)(=O)c2cccc(F)c2)CCN1C(=O)C/C=C/c1ccccc1 (stereo not given)
[29] CCCNC(=O)NC[C@@H]1[C@H](c2ccc(C3=CCCC3)cc2)[C@@H](CO)N1C(=O)CC
[30] COCC#Cc1cnc2c(c1)C(=O)N([C@@H](C)CO)C[C@@H](C)[C@H](CN(C)Cc1ccc(F)cc1)O2

compound no. | 21 | 22 | 23 | 24 | 25 | 26 | 27 | 28 | 29 | 30
RAD52 anneal inh | -11 | . | 2 | -15 | . | -4 | -6 | -11 | 1 | -14
RAD54 inh | 4 | -5 | -4 | 12 | -7 | -5 | 4 | -9 | 0 | -9
PGC1a acetyl inh | 8 | -19 | -6 | -22 | 1 | 6 | 18 | 4 | -7 | -3
PglD DTNB | 3 | 8 | 0 | 0 | 0 | -2 | 3 | 2 | 5 | 0
Cneo AK release | -1 | -1 | 0 | 0 | 3 | 4 | 0 | 1 | 56 | 9
E-sel inducer | . | . | . | 0.3 | . | 1.7 | . | . | 0.0 | 2.6
ERAP1 inh | 5 | . | 6 | 0 | . | 2 | -3 | -2 | 3 | 0
miR122 inh | -7 | 7 | 1 | -3 | -3 | 3 | 3 | 3 | 7[16.7 µM] | 2[16.7 µM]

[31] COc1ccc2c3c(n(C)c2c1)[C@H](CO)N(C(=O)C1CCOCC1)CC31CN(C(=O)C2CCOCC2)C1
[32] COc1ccc(/C=C/C(=O)NCc2cn(C)nc2C)cc1COc1ccc(Cl)cc1Br
[33] COc1ccccc1NC(=O)NCC(c1ccco1)N1CCCCC1 (stereo not given)
[34] CCOc1ccc(CN2CCNC(=O)C2CC(=O)N(C)C2CCCCC2)cc1 (stereo not given)
[35] CC(NC(=O)C1CCC(=O)N1Cc1ccccc1Cl)c1ccccc1 (stereo not given)
[36] CCCS(=O)(=O)N1CCCC(C(=O)NCCCN(Cc2ccccc2)C(C)C)C1 (stereo not given)
[37] O=C(CC(=O)N1CCOCC1)N1CCOCC1
[38] Cc1ccccc1NC(=O)Cn1nnc2c(cnn2-c2ccc(F)cc2)c1=O
[39] O=C1C=C(O)CC(c2ccc(Cl)cc2)C1 (stereo not given)
[40] C[C@@H](NC(=O)C[C@H]1C=C[C@H](NC(=O)Cc2ccccn2)[C@H](CO)O1)c1ccccc1

compound no. | 31 | 32 | 33 | 34 | 35 | 36 | 37 | 38 | 39 | 40
RAD52 anneal inh | 5 | -5 | -11 | -50 | 9 | . | 8 | -16 | -5 | -1
RAD54 inh | . | 0 | . | -10 | -3 | -7 | -7 | -2 | 2 | -1
PGC1a acetyl inh | 4 | 19 | -11 | 4 | 5 | 6 | 5 | 3 | 7 | 4
PglD DTNB | . | -1 | . | 3 | 0 | 4 | -2 | 4 | 1 | 2
Cneo AK release | . | -2 | . | 1 | -3 | -4 | -1 | -1 | -1 | 2
E-sel inducer | 0.0 | . | 0.4 | . | . | . | 0.8 | . | . | 0.0
ERAP1 inh | 1 | 3 | 0 | 1 | 3 | . | 4 | 3 | 3 | -2
miR122 inh | . | -8 | . | 2 | -5 | 7 | . | -2 | 20 | .

Ordered by heavy-atom count (high to low): part of the list above.
[31] COc1ccc2c3c(n(C)c2c1)[C@H](CO)N(C(=O)C1CCOCC1)CC31CN(C(=O)C2CCOCC2)C1
[30] COCC#Cc1cnc2c(c1)C(=O)N([C@@H](C)CO)C[C@@H](C)[C@H](CN(C)Cc1ccc(F)cc1)O2
[27] CCCCc1cc(=O)oc2cc(C)cc(OCC(=O)NCC3CCC(C(=O)O)CC3)c12 (stereo not given)
[40] C[C@@H](NC(=O)C[C@H]1C=C[C@H](NC(=O)Cc2ccccn2)[C@H](CO)O1)c1ccccc1
[29] CCCNC(=O)NC[C@@H]1[C@H](c2ccc(C3=CCCC3)cc2)[C@@H](CO)N1C(=O)CC
[38] Cc1ccccc1NC(=O)Cn1nnc2c(cnn2-c2ccc(F)cc2)c1=O
[26] CCN(Cc1ccccc1)C(=O)c1cc2c(=O)oc3ccc(C)cc3c2s1
[35] CC(NC(=O)C1CCC(=O)N1Cc1ccccc1Cl)c1ccccc1 (stereo not given)
[25] COC(=O)C1C2C=CC3(CN(Cc4ccco4)C(=O)C13)O2 (stereo not given)
[37] O=C(CC(=O)N1CCOCC1)N1CCOCC1
[39] O=C1C=C(O)CC(c2ccc(Cl)cc2)C1 (stereo not given)

compound no. | 31 | 30 | 27 | 40 | 29 | 38 | 26 | 35 | 25 | 37 | 39
RAD52 anneal inh | 5 | -14 | -6 | -1 | 1 | -16 | -4 | 9 | . | 8 | -5
RAD54 inh | . | -9 | 4 | -1 | 0 | -2 | -5 | -3 | -7 | -7 | 2
PGC1a acetyl inh | 4 | -3 | 18 | 4 | -7 | 3 | 6 | 5 | 1 | 5 | 7
PglD DTNB | . | 0 | 3 | 2 | 5 | 4 | -2 | 0 | 0 | -2 | 1
Cneo AK release | . | 9 | 0 | 2 | 56 | -1 | 4 | -3 | 3 | -1 | -1
E-sel inducer | 0.0 | 2.6 | . | 0.0 | 0.0 | . | 1.7 | . | . | 0.8 | .
ERAP1 inh | 1 | 0 | -3 | -2 | 3 | 3 | 2 | 3 | . | 4 | 3
miR122 inh | . | 2[16.7 µM] | 3 | . | 7[16.7 µM] | -2 | 3 | -5 | -3 | . | 20

Next section.
[41] CCc1nc(N)c(C#N)c(-c2cccnc2)c1C
[42] C[C@@H]1CN([C@H](C)CO)C(=O)c2cc(NS(C)(=O)=O)ccc2O[C@@H](C)CCCCO[C@H]1CN(C)Cc1ccncc1
[43] COc1nc(-c2ccc(Cl)cc2Cl)nc2ccccc12
[44] O=c1oc2ccccc2c(Nc2cc3ccccc3cc2O)c1[N+](=O)[O-]
[45] CC(NC(=O)c1ccccc1F)C1CC1 (stereo not given)
[46] COc1ccc(NC(=O)N(C)C[C@@H]2Oc3ccc(NC(=O)C4CCCCC4)cc3C(=O)N([C@@H](C)CO)C[C@@H]2C)cc1
[47] CC1CCCCC1NC(=O)CSc1nnc(CC(=O)Nc2ccccc2F)n1C (stereo not given)

compound no. | 41 | 42 | 43 | 44 | 45 | 46 | 47
RAD52 anneal inh | . | 2 | -14 | 2 | -3 | 7 | -21
RAD54 inh | 0 | 0 | -5 | . | -3 | -1 | -1
PGC1a acetyl inh | 6 | -2 | . | -18 | . | 0 | 11
PglD DTNB | -5 | 5 | -2 | . | 2 | 3 | -9
Cneo AK release | 5 | 1 | 0 | . | -2 | 13 | 7
E-sel inducer | . | -0.2 | 0.1 | . | 12 | -0.5 | .
ERAP1 inh | . | -6 | 1 | 4 | 2 | 1 | -4
miR122 inh | -3 | 5[16.7 µM] | . | 28 | -3 | -6[16.7 µM] | -1

Assay outcomes as filed in PubChem.
